# High-throughput results as filed in PubChem.
# mHtt clearance – clearance of mutant huntingtin inclusions, primary screen, imaging, HeLa Exon1htt(103Q)mCFP, confocal imaging; inhibition, % at 1.5 µM; 47,000 compounds, 0.42% hits; aggregate imaging; zero = plate's median compound well;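 active = inhibition of aggregate fluorescence above about 70%, also judged a hit by eye on the cell image, limit read from the data, passing the limit was not always enough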;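 note: cells exposed to compound for three days before fixation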
# mHtt clearance grain fraction – further read-out of mHtt clearance, marked with its call; fraction fluorescence in grains; measured here: aggregate grain fluorescence fraction; active compounds read low;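 scaled fraction of total cell fluorescence in grains with unit not stated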
# Numbers without * were called inactive. The list is partial; count on the stated rates, not on these rows.
mHtt clearance | mHtt clearance grain fraction | mol
48 | 18 | O=C(Cn1cc2c(n1)CCCC2)Nc1ccccc1Br
44 | 12 | Cc1ccc(CS(=O)(=O)CCC(=O)NCCN2CCCC2)cc1
-34 | 49 | COC(=O)c1cc2occc2n1CC(=O)N(C)C1CCCCC1
0 | 21 | COC(=O)COc1cccc(NS(=O)(=O)c2ccc(NC(C)=O)cc2)c1
24 | 14 | CCCN(CC1CC1)C(=O)Nc1ccccc1C
42 | 9.9 | CCCOC(=O)/C(C(N)=NCc1ccccc1)=C(\O)OCCC
10 | 34 | C=CCNc1sc(C(=O)c2ccccc2)c(N)c1-c1nc2ccccc2s1
20 | 31 | O=C(CSc1ccc(Cl)cc1)N1CCC(c2nc3ccccc3s2)CC1
12 | 17 | COCC(C)n1c(C)cc(C(=O)CN2C(=O)NC(Cc3c[nH]c4ccccc34)C2=O)c1C (stereo not drawn)
36 | 29 | CC(C)CNC(=O)CN(C1CCCCC1)S(=O)(=O)c1ccccc1
-19 | 47 | Cc1coc2cc3oc(=O)c4c(c3cc12)CCCC4
-25 | 27 | Cc1cc(C(=O)Nc2sc3c(c2C#N)CCC3)no1
12 | 16 | O=C1Nc2ccc(Br)cc2C1(O)Cc1ccncc1 (stereo not drawn)
-4 | 33 | OC(COCC1COc2ccccc2O1)CN1CCN(c2ccccc2F)CC1 (stereo not drawn)
-25 | 43 | COC(=O)C(NC(=O)c1ccccc1)(Nc1nccs1)C(F)(F)F (stereo not drawn)
-34 | 26 | CC(C)(C)c1ccc(OCc2nc(-c3ccccn3)no2)c(Br)c1
26 | 15 | CCOC(=O)Cc1c(C)nc2cc(-c3ccc(C)cc3)[nH]n2c1=O
23 | 16 | CCCn1nnc(NC(=O)c2cccc(OCC)c2)n1
62 | 6.8 | O=C1CC(N2CCC(c3nc4ccccc4s3)CC2)C(=O)N1 (stereo not drawn)
35 | 21 | O=C(O)c1n[nH]c2ccccc12
-54 | 51 | CCOC(=O)N1CCN(C(=O)Cn2ccc3ccccc3c2=O)CC1
19 | 19 | O=C(CCCn1c(=O)c2ccccc2n(Cc2ccccc2)c1=O)NCc1ccco1
10 | 17 | Cn1c(=O)[nH]c(=O)c2c1nc(CN1CCN(c3cccc(Cl)c3)CC1)n2CCc1ccccc1
13 | 32 | NC(=O)C1CCN(Cc2nc(-c3ccccc3)no2)CC1
6 | 38 | O=C(OCC(=O)N1CCN(C(=O)c2ccco2)CC1)c1cc(-c2ccco2)nc2ccccc12
-14 | 43 | CSc1nccc(-c2cc(Cl)sc2Cl)n1
46 | 18 | CCCN(CCC(=O)Nc1cc(OC)cc(OC)c1)CC1CC1
56 | 17 | CCOC(=O)N1CCC(n2c(SCC(=O)NCCC3=CCCCC3)nc3ccccc3c2=O)CC1
69 | 6.6 | CCn1ncc(C2=NOC(C(=O)Nc3ccc(C)cc3)C2)c1C (stereo not drawn)
-40 | 24 | CSc1nc(-c2ccco2)nn1S(C)(=O)=O
56 | 16 | CCOC(=O)c1[nH]c(Cc2[nH]c(C(=O)OCC)c(C)c2CCC(=O)OC)c(CCC(=O)OC)c1C
35 | 30 | CC12COC3(C(=O)Nc4ccc(Cl)cn4)CC1CCC32C (stereo not drawn)
-18 | 55 | Cc1cc(C)cc(N(CC(=O)N2CCN(c3ccccc3)CC2)S(=O)(=O)c2c(C)noc2C)c1
-40 | 63 | COc1ccc(N2C(=O)C3CCCN3C2c2ccccc2)cc1 (stereo not drawn)
53 | 19 | CS(=O)(=O)N(CC(=O)N1CCCC1)c1cccc(Cl)c1Cl
-51 | 28 | O=C1c2ccccc2C(=O)N1Cc1ccco1
-28 | 49 | CSc1ccc(-c2c(C#N)c(N)nc3c2CCCC3)cc1
-90 | 92 | CCN(c1ccc(OC)cc1)c1ncnc2nc[nH]c12
4 | 34 | CCCCc1cc(=O)oc2c(CN(C)C)c(O)c(Cl)cc12
0 | 37 | O=C(O)CNc1nc(Cl)ccc1[N+](=O)[O-]
49 | 10 | CN(C)S(=O)(=O)c1ccc(N2CCOCC2)nc1
-50 | 58 | CN(C)CCCN1c2ccccc2Sc2ccc(Cl)cc21
28 | 12 | Cc1[nH]c2ccccc2c1C(=O)CSc1ncn[nH]1
-16 | 27 | CS(=O)(=O)N(CC(=O)N1CCN(C(c2ccccc2)c2ccccc2)CC1)C1CCCCC1
12 | 28 | C=CCNc1nc(Nc2ccc(OC)cc2)nc(OCC)n1
-38 | 55 | O=C(Cn1c(=O)oc2ccccc21)NC(=O)NCc1ccccc1
11 | 30 | Nc1nonc1-c1nc2ccccc2n1CCC(=O)O
-18 | 45 | Cc1ccc(N2C(=O)[C@@H]3[C@H](C2=O)C2c4ccccc4C=CN2[C@@H]3C(=O)c2ccco2)c(C)c1 (stereo partly drawn)
66 | 14 | CCC1Sc2ccccc2N(CC(=O)NCc2ccccc2OC)C1=O (stereo not drawn)
44 | 11 | O=C(O)c1ccccc1S(=O)(=O)NCC(O)COc1ccc(Br)cc1 (stereo not drawn)

# (next part)
mHtt clearance | mHtt clearance grain fraction | mol
54 | 20 | COc1ccccc1/C=N/NC(=Nc1ccc(C)cc1)c1nc2ccccc2s1
4 | 38 | CC(=O)c1cccc(NC(=O)N2CCCC2C(=O)Nc2ccccc2C)c1 (stereo not drawn)
-52 | 31 | CCOC(=O)c1cc2c(ccn2C)n1CC(=O)N1CCN(c2ccc(F)cc2)CC1
59 | 14 | COc1ccc(CCn2c(C)cc(C(=O)CSc3nnc(N)s3)c2C)cc1
-55 | 29 | C=CCOC(=O)C1=C(C)NC(=O)NC1c1cn(-c2ccccc2)nc1-c1cccs1 (stereo not drawn)
39 | 19 | CN(CCCNC(=O)c1cn(C)c2ccc(S(=O)(=O)N(C)C)cc2c1=O)c1ccccc1
64 | 6.3 | Cc1noc(C)c1CSc1ccccc1C(=O)N1CCN(c2ccccc2)CC1
3 | 39 | Cc1cc(NC(=O)COC(=O)[C@H](Cc2c[nH]c3ccccc23)NC(=O)c2ccc(F)cc2)no1
-108 | 40 | CN(C)S(=O)(=O)c1cccc(C(=O)N2CCc3ccccc32)c1
4 | 39 | CCOC(=O)C1CCCN(C(=O)c2cn(CC)c3ccc(S(=O)(=O)N4CCCC4)cc3c2=O)C1 (stereo not drawn)
56 | 17 | O=C(O/N=C\c1ccc(N2CCCCC2)c([N+](=O)[O-])c1)c1cccc(C(F)(F)F)c1
-1 | 37 | O=c1/c(=C\c2ccc3c(c2)OCO3)sc2n1CCCN=2
2 | 33 | CC(=O)Nc1cccc(NC(=O)CSc2ncc(-c3ccc(Cl)cc3)n2Cc2ccco2)c1
-10 | 47 | CCCCNC(=O)N1CCOCCOCCN(C(=O)NCCCC)CCOCC1
44 | 9.7 | Fc1ccccc1OCCSc1nnnn1-c1ccccc1
-24 | 23 | Cc1cc(C(=O)N2CCCCCC2)cs1
12 | 17 | COc1ccccc1-c1cn(S(=O)(=O)c2ccc(C)cc2)nc1N
29 | 13 | CCC(=O)Nc1nonc1-c1nc2ccccc2n1Cc1ccccc1
4 | 50 | CCOC(=O)N1CCC(N2C(=O)c3ccccc3C2Nc2ccccc2)CC1 (stereo not drawn)
-152 | 122 | CCc1ccccc1S(=O)(=O)Cc1ccc(C(=O)NCc2ccc3c(c2)OCO3)o1
-21 | 23 | O=C(CN(Cc1ccc(F)cc1)C(=O)Cn1nnc2ccccc21)NCC1CCCO1 (stereo not drawn)
-108 | 44 | COC(Cc1n[nH]c(=S)n1-c1ccccc1)OC
-12 | 47 | Cc1nn(-c2ccccc2)c(Cl)c1C(=O)OC(C)C(=O)NC(=O)NC1CCCCC1 (stereo not drawn)
23 | 13 | CC(NC(=O)CSc1nnc(-c2cc3cc(Cl)ccc3o2)n1C)c1ccccc1 (stereo not drawn)
-72 | 54 | CCN(CC)P(=O)(/C(Cl)=C\Nc1c(C)n(C)n(-c2ccccc2)c1=O)N(CC)CC

# Arranged by molecular weight (ascending): some entries from above
mHtt clearance | mHtt clearance grain fraction | mol
-24 | 23 | Cc1cc(C(=O)N2CCCCCC2)cs1
-108 | 44 | COC(Cc1n[nH]c(=S)n1-c1ccccc1)OC
11 | 30 | Nc1nonc1-c1nc2ccccc2n1CCC(=O)O
-1 | 37 | O=c1/c(=C\c2ccc3c(c2)OCO3)sc2n1CCCN=2
-38 | 55 | O=C(Cn1c(=O)oc2ccccc21)NC(=O)NCc1ccccc1
12 | 17 | COc1ccccc1-c1cn(S(=O)(=O)c2ccc(C)cc2)nc1N
29 | 13 | CCC(=O)Nc1nonc1-c1nc2ccccc2n1Cc1ccccc1
4 | 38 | CC(=O)c1cccc(NC(=O)N2CCCC2C(=O)Nc2ccccc2C)c1 (stereo not drawn)
66 | 14 | CCC1Sc2ccccc2N(CC(=O)NCc2ccccc2OC)C1=O (stereo not drawn)
4 | 50 | CCOC(=O)N1CCC(N2C(=O)c3ccccc3C2Nc2ccccc2)CC1 (stereo not drawn)
54 | 20 | COc1ccccc1/C=N/NC(=Nc1ccc(C)cc1)c1nc2ccccc2s1
59 | 14 | COc1ccc(CCn2c(C)cc(C(=O)CSc3nnc(N)s3)c2C)cc1
64 | 6.3 | Cc1noc(C)c1CSc1ccccc1C(=O)N1CCN(c2ccccc2)CC1
-52 | 31 | CCOC(=O)c1cc2c(ccn2C)n1CC(=O)N1CCN(c2ccc(F)cc2)CC1
-10 | 47 | CCCCNC(=O)N1CCOCCOCCN(C(=O)NCCCC)CCOCC1
-55 | 29 | C=CCOC(=O)C1=C(C)NC(=O)NC1c1cn(-c2ccccc2)nc1-c1cccs1 (stereo not drawn)
56 | 17 | O=C(O/N=C\c1ccc(N2CCCCC2)c([N+](=O)[O-])c1)c1cccc(C(F)(F)F)c1
-21 | 23 | O=C(CN(Cc1ccc(F)cc1)C(=O)Cn1nnc2ccccc21)NCC1CCCO1 (stereo not drawn)
23 | 13 | CC(NC(=O)CSc1nnc(-c2cc3cc(Cl)ccc3o2)n1C)c1ccccc1 (stereo not drawn)
44 | 11 | O=C(O)c1ccccc1S(=O)(=O)NCC(O)COc1ccc(Br)cc1 (stereo not drawn)
-12 | 47 | Cc1nn(-c2ccccc2)c(Cl)c1C(=O)OC(C)C(=O)NC(=O)NC1CCCCC1 (stereo not drawn)
-18 | 45 | Cc1ccc(N2C(=O)[C@@H]3[C@H](C2=O)C2c4ccccc4C=CN2[C@@H]3C(=O)c2ccco2)c(C)c1 (stereo partly drawn)
-72 | 54 | CCN(CC)P(=O)(/C(Cl)=C\Nc1c(C)n(C)n(-c2ccccc2)c1=O)N(CC)CC
39 | 19 | CN(CCCNC(=O)c1cn(C)c2ccc(S(=O)(=O)N(C)C)cc2c1=O)c1ccccc1
3 | 39 | Cc1cc(NC(=O)COC(=O)[C@H](Cc2c[nH]c3ccccc23)NC(=O)c2ccc(F)cc2)no1
2 | 33 | CC(=O)Nc1cccc(NC(=O)CSc2ncc(-c3ccc(Cl)cc3)n2Cc2ccco2)c1
4 | 39 | CCOC(=O)C1CCCN(C(=O)c2cn(CC)c3ccc(S(=O)(=O)N4CCCC4)cc3c2=O)C1 (stereo not drawn)

# Later entries
mHtt clearance | mHtt clearance grain fraction | mol
-38 | 53 | c1ccc(-c2oc3ncnc(NCCCn4ccnc4)c3c2-c2ccccc2)cc1
44 | 10 | COCCCNC(=O)CCCC(=O)NCCCOC
-155 | 52 | O=C1CN(c2ccccc2F)C(=O)CN1c1ccccc1F
-15 | 27 | O=C1CCCN1c1ccc(S(=O)(=O)NCCc2ccc(Cl)cc2)cc1
-30 | 44 | COC(=O)[C@H](Cc1ccccc1)NC(=O)NCCc1ccc(S(N)(=O)=O)cc1
52 | 17 | O=C(CCN1CCc2ccccc2C1)c1ccc2c(c1)OCCO2
26 | 15 | O=C1N(c2ccccc2)C2CS(=O)(=O)CC2N1c1ccc(Br)cc1 (stereo not drawn)
-7 | 32 | COC(=O)c1[nH]c2ccccc2c1NC(=O)CCN1CCN(C2CCCCC2)CC1
67 | 9.9 | O=C(O)C1CC(=O)N(Cc2cccnc2)C1 (stereo not drawn)
-33 | 45 | Cc1cccc(NCc2ccccc2O)n1
-41 | 28 | Cc1occc1-c1nnc(SCC(=O)NCC2CCCO2)n1C (stereo not drawn)
-98 | 37 | CC12CCC(C(=O)N(CSC(=S)N/N=C\c3ccccc3O)C1=O)C2(C)C (stereo not drawn)
30 | 21 | CCC(CC)C(=O)Nc1cccc(C(=O)Nc2ccc(OC)cc2[N+](=O)[O-])c1
11 | 34 | O=C(OCc1cc2ccccc2[nH]c1=O)c1cccnc1
13 | 35 | CSC(=O)NC12CC3CC(CC(C)(C3)C1)C2
3 | 37 | O=C(O)c1cc(-c2ccncc2)nc2ccc(F)cc12
34 | 11 | CCCCNC(=S)NNC(=O)c1csc(C(C)C)c1
-20 | 47 | CN1C(=S)SC(/[N+]([O-])=C\c2ccc(Cl)cc2)C1(C)C (stereo not drawn)
-26 | 51 | COc1cccc(OC)c1C(=O)N1CCN(Cc2ccc3c(c2)OCO3)CC1
-56 | 27 | Cc1sc(NC(=O)c2ccccc2)c(C(=O)N2CCN(C)CC2)c1C
33 | 14 | O=C(NCc1ccco1)c1ccc(Cn2c(=O)c3ccccc3n(Cc3cccc(Cl)c3)c2=O)cc1
65 | 14 | COc1ccc(-c2nc(CCNS(=O)(=O)c3ccc4c(c3)OCCO4)cs2)cc1
22 | 14 | CC(=O)N1c2c(ccc3ccccc23)C(C)CC12CCCCC2 (stereo not drawn)
-1 | 19 | O=C(O)c1cccc(CSc2ncccn2)c1
71* | 5.9* | CC12CCC(C(=O)NCc3ccc4c(c3)OCO4)(OC1=O)C2(C)C (stereo not drawn)

# Profiles, quoted from the list. Order of screens: mHtt clearance, mHtt clearance grain fraction
# CSc1ccc(-c2c(C#N)c(N)nc3c2CCCC3)cc1 is listed with -28, 49
# Cc1cccc(NCc2ccccc2O)n1 is listed with -33, 45

# Next results:
mHtt clearance | mHtt clearance grain fraction | mol
-30 | 43 | O=C(O)c1ccnc(C(=O)O)c1
36 | 13 | Cc1c(O)ccc2c3c(c(=O)oc12)CCCC3
37 | 13 | CCOC(=O)CSc1nc(C)c2ccc(C)cc2n1
-39 | 54 | Cc1c(Cl)cccc1NC(=O)c1nc(C)n(-c2cc(OC(C)C)c(Cl)cc2Cl)n1
